14-3-3g Raf: 14-3-3 gamma protein interaction modulation. P61981. 160,000 tested, 0.19% active. FP, 14-3-3gamma / TMR-pS259-Raf peptide binding. inhibition, % at 40 µM; in the data active means inhibition above about 30%;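 further: 0% = protein plus tracer without compound and 100% = blank with tracer alone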
Target sequence (P61981 whole entry, looked up): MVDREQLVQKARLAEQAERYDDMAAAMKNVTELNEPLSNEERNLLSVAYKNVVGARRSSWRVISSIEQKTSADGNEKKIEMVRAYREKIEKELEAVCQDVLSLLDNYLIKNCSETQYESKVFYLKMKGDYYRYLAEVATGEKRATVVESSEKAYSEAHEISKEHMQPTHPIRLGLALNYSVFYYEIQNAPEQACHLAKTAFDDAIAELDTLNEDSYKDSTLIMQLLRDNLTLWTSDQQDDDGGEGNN
Numbers without * were called inactive; & = joins results of further samples. This is a subset. The share of hits here may be higher or lower than overall.

Results for Cc1nc2cc(-c3cccc(F)c3)nn2c(C)c1CCC(=O)N1CCC2(CC1)OCCO2 ?
14-3-3g Raf: -1

How did Cn1c(=O)cc(SCC(=O)N2CCC3(CC2)OCCO3)c2ccccc21 do in these assays?
14-3-3g Raf: 0

Results for CN(C)CCOC(=O)c1cn(Cc2ccccc2)c2ccccc12 ?
14-3-3g Raf: 1

Results for Cc1ccc(-n2c(O)c(C=NCc3cccnc3)c(=O)[nH]c2=O)cc1C ?
14-3-3g Raf: 2

Results for S=C(NC1CCCCC1)N1CCC(c2cnc[nH]2)CC1 ?
14-3-3g Raf: 5

How did CCOC(C(=O)OCC(O)CN(CC)CC)(c1ccccc1)c1ccccc1 (stereo unspecified) do in these assays?
14-3-3g Raf: -2

How did CCN1CCN(C(=O)Cc2coc3cc(C)cc(C)c23)CC1 do in these assays?
14-3-3g Raf: 5

Results for COc1ccc(Cl)cc1NC(=O)CN1C(=O)C(C)N=C(c2ccccc2)c2cc(Cl)ccc21 (stereo unspecified) ?
14-3-3g Raf: -9

What do the screens show for `O=[N+]([O-])c1ccc(N2CCNCC2)c(C(F)(F)F)c1`?
14-3-3g Raf: 3

Results for COc1cccc(C2C([N+](=O)[O-])=C(N)Oc3c2c(=O)oc2ccccc32)c1 (stereo unspecified) ?
14-3-3g Raf: -4

Results for Cc1ccc(NC(=O)CN2C(=O)C(C)N=C(c3ccccc3)c3ccccc32)c(C)c1 (stereo unspecified) ?
14-3-3g Raf: 14

What do the screens show for `Clc1ncccc1C(Cl)(Cl)Cl`?
14-3-3g Raf: 7

Reprinted from the part before: 3 compounds, followed by the next part.
Results for COc1cccc(C2C([N+](=O)[O-])=C(N)Oc3c2c(=O)oc2ccccc32)c1 (stereo unspecified) ?
14-3-3g Raf: -4

Results for Cc1ccc(NC(=O)CN2C(=O)C(C)N=C(c3ccccc3)c3ccccc32)c(C)c1 (stereo unspecified) ?
14-3-3g Raf: 14

What do the screens show for `Clc1ncccc1C(Cl)(Cl)Cl`?
14-3-3g Raf: 7

What do the screens show for `COC(=O)C1=C(N)OC(C)=C(C(C)=O)C12C(=O)N(C)c1ccccc12` (stereo unspecified)?
14-3-3g Raf: 2

Results for CCOC(=O)c1c(N=CC2C(=O)NC(=S)NC2=O)sc2c1CCC2 ?
14-3-3g Raf: -125

How did Cc1cc(Cl)ccc1OCC(=O)O do in these assays?
14-3-3g Raf: -1

What do the screens show for `CC12CN3CC(C)(CN(C1)C31CCCC1)C2O` (stereo unspecified)?
14-3-3g Raf: -3

What do the screens show for `CCCN(CCC)C1CCc2cccc(O)c2C1` (stereo unspecified)?
14-3-3g Raf: -6

What do the screens show for `CCn1cc(C(=O)O)c(=O)c2ccc(C)nc21`?
14-3-3g Raf: -11&4

Results for COC(=O)c1cc2c(cn1)[nH]c1ccccc12 ?
14-3-3g Raf: -9

What do the screens show for `O=c1[nH]oc2c1CCNC2`?
14-3-3g Raf: 4

What do the screens show for `Cn1cc(CCC(=O)N2CCC3(CC2)OCCO3)c2ccccc21`?
14-3-3g Raf: -11

Results for CC1N=C(c2ccccc2)c2cc(Cl)ccc2N(CC(=O)NCc2ccco2)C1=O (stereo unspecified) ?
14-3-3g Raf: -25

What do the screens show for `Ic1ccccc1CNC1C2CCN(CC2)C1C(c1ccccc1)c1ccccc1` (stereo unspecified)?
14-3-3g Raf: 1

Results for O=C(CN1CCOCC1)NCC(=O)Nc1ccc(Br)cc1C(=O)c1ccccc1 ?
14-3-3g Raf: -8

Structural class, the compounds so far with sulfur
How did Cn1c(=O)cc(SCC(=O)N2CCC3(CC2)OCCO3)c2ccccc21 do in these assays?
14-3-3g Raf: 0

Results for S=C(NC1CCCCC1)N1CCC(c2cnc[nH]2)CC1 ?
14-3-3g Raf: 5

Results for CCOC(=O)c1c(N=CC2C(=O)NC(=S)NC2=O)sc2c1CCC2 ?
14-3-3g Raf: -125

Next records:
Results for CCOc1ccc(-n2c(O)c(C=Nc3ccc(N(CC)CC)cc3)c(=O)[nH]c2=O)cc1 ?
14-3-3g Raf: -20

Results for CCOC(=O)C1C2c3ccccc3OC1(C)N=C1SCC(=O)N12 (stereo unspecified) ?
14-3-3g Raf: 2

What do the screens show for `CC(C)CC1C(C#N)=C(N)Oc2c1c(=O)oc1ccccc21` (stereo unspecified)?
14-3-3g Raf: 3

How did c1ccc2sc(N3CCNCC3)nc2c1 do in these assays?
14-3-3g Raf: 5

What do the screens show for `CCC(=O)Nc1cc(C(=O)N2CCC3(CC2)OCCO3)ccc1S(=O)(=O)c1ccc(C)cc1`?
14-3-3g Raf: -3

Results for Fc1ccccc1N1CCN(Cc2c(F)cccc2F)CC1 ?
14-3-3g Raf: -9

How did CCOC(=O)c1ccc(NC(=O)c2c(O)[nH]c(=O)[nH]c2=O)cc1 do in these assays?
14-3-3g Raf: -20

What do the screens show for `COc1ccc(OC)c(-n2c(O)c(C=NCc3ccc4c(c3)OCO4)c(=O)[nH]c2=O)c1`?
14-3-3g Raf: 0

How did Cc1cc(C)cc(NC(=O)CN2C(=O)CN=C(c3ccccc3)c3cc(Cl)ccc32)c1 do in these assays?
14-3-3g Raf: -1

Results for C=CCn1c(O)c(C(CC)=NCc2cc(OC)cc(OC)c2)c(=O)[nH]c1=O ?
14-3-3g Raf: -8

How did COc1ccc(-n2c(C)nc3cc(C(=O)N4CCC5(CC4)OCCO5)ccc32)cc1 do in these assays?
14-3-3g Raf: -34

What do the screens show for `N#Cc1c(Cl)c(Cl)nc(N2CCCNCC2)c1Cl`?
14-3-3g Raf: -5

How did NCCCP(=O)(O)CCc1ccccc1 do in these assays?
14-3-3g Raf: -8

Results for O=C1NC(=O)C2(Cc3ccccc3N3CCCC32)C(=O)N1Cc1ccccc1 (stereo unspecified) ?
14-3-3g Raf: -14

Results for CCOC(=O)C1C(=O)NC23CCCCC2C1c1ccccc1O3 (stereo unspecified) ?
14-3-3g Raf: -4

What do the screens show for `Cc1ccc(CN2CCN(C)CC2)c(C)c1`?
14-3-3g Raf: 0

What do the screens show for `CCCC(=O)OCC[N+](C)(C)C`?
14-3-3g Raf: 1

What do the screens show for `O=C(c1ccc(F)c([N+](=O)[O-])c1)N1CC2CC(C1)c1cccc(=O)n1C2` (stereo unspecified)?
14-3-3g Raf: -3

Results for NC(=NCCC[C@H](N)C(=O)O)N[N+](=O)[O-] ?
14-3-3g Raf: -6

Results for OC(c1ccccc1)(c1ccccc1)c1ccncc1 ?
14-3-3g Raf: 2

How did CN1CCN(c2c[nH]c(=O)[nH]c2=O)CC1 do in these assays?
14-3-3g Raf: -1&-7

Results for Cc1cccc(-c2nc3ccccc3c(=O)n2-n2cccc2)c1 ?
14-3-3g Raf: 0

How did CC(=O)c1c(C)[nH]c(C(=O)N2CCC3(CC2)OCCO3)c1C do in these assays?
14-3-3g Raf: -9

Results for O=C(OC1N=C(c2ccccc2Cl)c2cc(Br)ccc2NC1=O)c1cccnc1 (stereo unspecified) ?
14-3-3g Raf: -9

Results for CCCn1c(C)c(C(=O)c2ccc3ccccc3c2)c2ccccc21 ?
14-3-3g Raf: -1

How did CCOC(=O)CCN=Cc1c(O)n(-c2ccc(Br)cc2)c(=O)[nH]c1=O do in these assays?
14-3-3g Raf: 3

How did Cc1nc2cc(F)ccc2n1C1CCN(Cc2nnnn2CCc2ccccc2)CC1 do in these assays?
14-3-3g Raf: -7

How did C=CCN1C(=O)C2(C(C(=O)OC)=C(N)OC(CC(=O)OC)=C2C(=O)OC)c2ccccc21 (stereo unspecified) do in these assays?
14-3-3g Raf: -6

How did O=C(Nc1ccc(Br)cc1C(=O)c1ccccc1)c1ccco1 do in these assays?
14-3-3g Raf: -4

How did Clc1ccc(CN2CCN(Cc3ccc(Cl)cc3)CC2)cc1 do in these assays?
14-3-3g Raf: 0

How did CCOC(=O)C(O)(c1ccc(N(CC)S(=O)(=O)c2ccc(C)cc2)cc1)C(F)(F)F (stereo unspecified) do in these assays?
14-3-3g Raf: -4

What do the screens show for `CCOC(=O)c1cc2c(cn1)[nH]c1ccccc12`?
14-3-3g Raf: -3

How did O=C1NC(=O)C(CCc2ccccn2)(CCc2ccccn2)C(=O)N1 do in these assays?
14-3-3g Raf: -71

How did CCC(=NCC1CCCO1)c1c(O)n(Cc2ccccc2)c(=O)[nH]c1=O (stereo unspecified) do in these assays?
14-3-3g Raf: -11

What do the screens show for `Cc1nc(-c2ccc(-c3ccc(C(=O)N4CCc5cc6c(cc54)C4(CCN(C)CC4)CO6)cc3)c(C)c2)no1`?
14-3-3g Raf: -3

What do the screens show for `CCCCn1c(=O)c(C(=O)Nc2nc3ccccc3[nH]2)c(O)c2ccccc21`?
14-3-3g Raf: -2

Filtered by structure: the compounds so far containing an aryl methoxy group.
Results for COc1ccc(Cl)cc1NC(=O)CN1C(=O)C(C)N=C(c2ccccc2)c2cc(Cl)ccc21 (stereo unspecified) ?
14-3-3g Raf: -9

Results for COc1cccc(C2C([N+](=O)[O-])=C(N)Oc3c2c(=O)oc2ccccc32)c1 (stereo unspecified) ?
14-3-3g Raf: -4

What do the screens show for `COc1ccc(OC)c(-n2c(O)c(C=NCc3ccc4c(c3)OCO4)c(=O)[nH]c2=O)c1`?
14-3-3g Raf: 0

Results for C=CCn1c(O)c(C(CC)=NCc2cc(OC)cc(OC)c2)c(=O)[nH]c1=O ?
14-3-3g Raf: -8

How did COc1ccc(-n2c(C)nc3cc(C(=O)N4CCC5(CC4)OCCO5)ccc32)cc1 do in these assays?
14-3-3g Raf: -34

(list continues)
Results for O=C(C1CC(=O)N(c2ccc(F)c(Cl)c2)C1)N1CCC2(CC1)OCCO2 (stereo unspecified) ?
14-3-3g Raf: -5

How did COc1ccc(C2SCC(=O)Nc3c2c(-c2ccccc2)nn3-c2ccccc2)cc1 (stereo unspecified) do in these assays?
14-3-3g Raf: -2

What do the screens show for `CN1CCCC(C(O)(c2ccccc2)c2ccccc2)C1` (stereo unspecified)?
14-3-3g Raf: 0

How did Fc1ccc(C2CC(c3cccnc3)Nc3ncnn32)cc1 (stereo unspecified) do in these assays?
14-3-3g Raf: 3

Results for COC(=O)N(c1ccccc1)P1(=S)OCCO1 ?
14-3-3g Raf: -4

What do the screens show for `CCCCCCn1c(O)c(C=Nc2c(C)n(C)n(-c3ccccc3)c2=O)c(=O)[nH]c1=O`?
14-3-3g Raf: 0

Results for CC1=CC(=C2C(=O)NC(=O)NC2=O)C=C(C(F)(F)F)N1C(C)C ?
14-3-3g Raf: -1

How did O=C(COc1ccc(Cl)cc1)OCc1csc2c1C1CCN2CC1 do in these assays?
14-3-3g Raf: -58

Results for COc1cccc(-n2c(C=Cc3ccc(Br)cc3)nc3ccccc3c2=O)c1 ?
14-3-3g Raf: -12

How did O=C(Cc1ccccc1)N1CCN(Cc2ccccn2)CC1 do in these assays?
14-3-3g Raf: 5

What do the screens show for `CC(O)C(C)OC(=O)[C@@H]1C[C@@H]2c3cccc4c3c(cn4C(C)C)C[C@H]2N(C)C1` (stereo partly specified)?
14-3-3g Raf: 4

How did CCN1CCN(C(=O)COc2cc(=O)n(CC)c3ccccc23)CC1 do in these assays?
14-3-3g Raf: -3

Results for Cc1ccccc1C1CNC(=O)C1 (stereo unspecified) ?
14-3-3g Raf: 0

How did O=C(Cc1ccc(-n2c(=S)[nH]c3ccccc3c2=O)cc1)N1CCN(Cc2ccccc2)CC1 do in these assays?
14-3-3g Raf: -10

Results for COC[C@H]1OC(=O)c2coc3c2[C@@]1(C)C1=C(C3=O)C2CCC(=O)[C@@]2(C)C[C@H]1OC(C)=O (stereo partly specified) ?
14-3-3g Raf: 7

What do the screens show for `COc1ccc(CCNC(=O)c2c(N)n(CCN3CCOCC3)c3nc4ccccc4nc23)cc1`?
14-3-3g Raf: 12

Results for C[C@@]1(CO)[C@H](O)CC[C@@]2(C)[C@H]1CC[C@H]1C[C@@H]3C[C@@]12CC[C@]3(O)CO ?
14-3-3g Raf: -5

How did c1ccc2sc(C3(N4CCCCC4)CCCCC3)cc2c1 do in these assays?
14-3-3g Raf: -2

How did C=CCn1c(O)c(C(CC)=Nc2cc(OC)ccc2OC)c(=O)[nH]c1=O do in these assays?
14-3-3g Raf: -3

What do the screens show for `CN1CCN(c2ccc([N+](=O)[O-])s2)CC1`?
14-3-3g Raf: -10

What do the screens show for `CC(C)CC12CN3CCN(CC(C3)/C1=N/O)C2`?
14-3-3g Raf: -4

What do the screens show for `Brc1ccc(CN2CCNCC2)cc1`?
14-3-3g Raf: -3

What do the screens show for `c1cncc(CNCCc2c[nH]c3ccccc23)c1`?
14-3-3g Raf: -8

What do the screens show for `O=C1CN(C(=O)CN2CCCCC2)C(c2ccccc2)c2cc(Br)ccc2N1` (stereo unspecified)?
14-3-3g Raf: -12

What do the screens show for `COc1ccc(C(CC(=O)N2CCC3(CC2)OCCO3)NS(=O)(=O)c2ccc(F)cc2)cc1` (stereo unspecified)?
14-3-3g Raf: -5

How did O=C(Nc1nncs1)c1c(O)c2ccccc2n(Cc2ccccc2)c1=O do in these assays?
14-3-3g Raf: -16

How did O=C(c1cccs1)N1C2CCC1CC(O)(c1cccnc1)C2 (stereo unspecified) do in these assays?
14-3-3g Raf: -11

How did Cc1cc(C)cc(-n2c(C=Cc3cccc([N+](=O)[O-])c3)nc3ccccc3c2=O)c1 do in these assays?
14-3-3g Raf: -10

What do the screens show for `CCC(=O)N1CC(=O)Nc2ccc(F)cc2C1c1ccccc1` (stereo unspecified)?
14-3-3g Raf: -4

How did O=c1c2ccccc2nc(C=Cc2cccc(F)c2)n1-c1cccc(Cl)c1 do in these assays?
14-3-3g Raf: 2

How did CCOC(=O)C1(c2ccccc2)CCN(Cc2cccc(C(=O)O)c2)CC1 do in these assays?
14-3-3g Raf: -4

What do the screens show for `CCCCCCn1c(O)c(C(C)=NC)c(=O)[nH]c1=O`?
14-3-3g Raf: -1

How did COC(=NC1CCCCC1)C(O)c1c[nH]c2ccccc12 (stereo unspecified) do in these assays?
14-3-3g Raf: 1

What do the screens show for `c1ccc(C(OCCN2CCNCC2)c2ccccc2)cc1`?
14-3-3g Raf: 4

Results for Cc1ccc(-n2c(C=Cc3ccc(N(C)C)cc3)nc3ccc(I)cc3c2=O)cc1 ?
14-3-3g Raf: -37

How did COc1ccc(Cl)cc1NC(=O)C1c2cc(OC)c(OC)cc2C(=O)N2CCCCC12 (stereo unspecified) do in these assays?
14-3-3g Raf: -6

What do the screens show for `Oc1cc2c(cc1O)[C@H]1c3ccccc3CN[C@@H]1CC2`?
14-3-3g Raf: -2

Results for CCc1ccccc1NC(=O)CN1C(=O)CN=C(c2ccccc2)c2ccccc21 ?
14-3-3g Raf: 4

Results for O=C(C1c2ccccc2C(=O)N2CCCCC12)N1CCCCCC1 (stereo unspecified) ?
14-3-3g Raf: 3

Bioassay records from PubChem.
